# Assay outcomes from PubChem BioAssay.
# Peg3 promoter = Peg3 promoter-driven luciferase inhibitors, primary screen, cell-based, HeLa, luciferase luminescence. HeLa PEG-Prom luciferase reporter, overnight. inhibition, % at 20 µM. hit rate 1.7% among 360,000;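 active = inhibition of at least 50% at 20 µM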
# TWEAK Fn14 block = inhibitors of TWEAK-Fn14 signaling, primary screen, luciferase reporter cells, uHTS. TWEAK-stimulated Fn14 reporter cells, luciferase luminescence, 8 h. inhibition, % at 10 µM. hit rate 2% among 360,000. AID 1159606, 2016; in the data active = inhibition above about 50%
# HIF-2a block = HIF-2a reporter inhibitors, primary screen, luminescence, 786-0 RCC cells. inhibition, % at 18.8 µM. 786-0 RCC cells HIF-2a reporter, luciferase luminescence, overnight. AID 624352, 2012. hit rate 0.72% among 360,000;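 active = inhibition of the luminescence signal of 40% or more relative to plate controls, in a single-dose primary screen at 18.75 µM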
# CF NFkB block = inhibitors of PAF-induced NF-kB signaling, primary screen, cell-based, GFP fluorescence, uHTS | AID 588850, 2011 | inhibition, % at 5 µM | hit rate 0.86% among 360,000 | KKLEB NF-kB-GFP reporter, GFP fluorescence overnight;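 active = at least 50% inhibition at 5 µM, scaled per plate between neutral and stimulator controls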;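 note: PAF is a Pseudomonas aeruginosa culture filtrate used as stimulus; plate controls were PAF-stimulated DMSO wells for no effect and unstimulated DMSO wells for full effect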
# NR2E3 ag-1 = NR2E3 agonists in two-hybrid cells, primary screen, cell-based, luminescence, CHO-S, Gal4-NCOR/VP16-NR2E3; luciferase; inhibition of corepressor binding, % at 3.98 µM; hit rate 0.35% among 360,000; AID 602229, 2012;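 active = inhibition above the mean of all tested compounds plus 3 SD, cut at about 70% in these data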;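 note: 0% = DMSO with NR2E3 transfected cells and 100% = cells lacking NR2E3 construct; higher means lower luciferase signal from less NR2E3 corepressor binding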
# Target sequence (Q9Y5X4 whole entry, looked up, the tested form may be a part): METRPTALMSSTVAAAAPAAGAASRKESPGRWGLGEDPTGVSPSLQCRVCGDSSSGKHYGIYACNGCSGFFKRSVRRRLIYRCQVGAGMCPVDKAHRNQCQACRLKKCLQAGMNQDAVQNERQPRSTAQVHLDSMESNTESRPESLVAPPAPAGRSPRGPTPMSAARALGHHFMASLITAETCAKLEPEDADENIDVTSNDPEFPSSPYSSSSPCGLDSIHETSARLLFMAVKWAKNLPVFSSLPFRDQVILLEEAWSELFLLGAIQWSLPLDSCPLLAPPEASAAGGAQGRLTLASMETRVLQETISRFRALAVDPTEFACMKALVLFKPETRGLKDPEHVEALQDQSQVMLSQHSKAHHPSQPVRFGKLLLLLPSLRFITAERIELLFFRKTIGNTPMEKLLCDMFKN
# aDG glyco act = activators of alpha-DG glycosylation, primary screen, uHTS, Pro5-aDG cells, AlphaScreen. hit rate 0.22% among 360,000. AID 624168, 2012. activation, % at 10 µM. alpha-DG glycosylation AlphaScreen (IIH6); 0% Pro5, 100% B10-LARGE cell signal;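 active = activation of at least 8% versus controls, or a plate z-score of at least 8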;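 note: Pro5 are CHO cells carrying HIG-tagged alpha-DG that lacks glycosylation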
# KKLEB cytotox = cytotoxicity in KKLEB CF airway cells, primary screen, cytotoxicity control for CF NF-kB inhibitor project, cell-based, uHTS, fluorescence assay plates; AID 602141, 2011; hit rate 0.36% among 360,000; activity change (cytotoxicity), % at 5 µM; KKLEB CF airway cells viability, ATPlite luminescence, overnight; hits give low values; cells stimulated with P. aeruginosa culture filtrate;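 active = corrected activity change at or below -50% at 5 µM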
# hiPSC survival = enhancers of single-cell hiPSC survival, primary screen, ATPlite luminescence. hit rate 0.044% among 360,000. survival enhancement, % at 20 µM. 100% = ROCK inhibitor wells, 0% = DMSO. AID 602274, 2012; in the data active = survival enhancement above about 18%;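 note: cells exposed to compounds for 16 hours before the ATP read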
# MITF TRPM1 inh = inhibitors of MITF-dependent TRPM1 promoter reporter, primary screen, cell-based, SK-MEL-5, single point, luciferase | inhibition, % at 12.5 µM | hit rate 0.83% among 330,000 | SK-MEL-5 TRPM1 promoter luciferase, 24 h;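 active = mean inhibition across replicates of 60% or more, whatever share of single replicates reaches that level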; note: values of inactives mirror those of a sister screen read the other way
# Shn3 inh set2 = reduction of Shn3 3'UTR firefly luciferase signal, primary screen, Schnurri-3 inhibitor project, cell-based, Clone20 osteoblasts, set 2. hit rate 0.52% among 360,000. AID 588674, 2011. inhibition, % at 12.5 µM. Clone20 osteoblast Shn3 3'UTR firefly luciferase, 24 h;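 active = mean inhibition of at least 75% with every replicate also reaching 75%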;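 note: 0% = median of neutral control wells and 100% = pilot-screen positive control compound; some compounds past the cut are filed as inactive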
# NR2E3 ag-2 = inhibitors of NR2E3-RetCOR corepressor binding, primary screen, NR2E3 agonist project, biochemical, TR-FRET, GST-NR2E3, biotin-RetCOR; Photoreceptor-specific nuclear receptor (Homo sapiens), Q9Y5X4; 1536-well; inhibition of corepressor binding, % at 4.78 µM; hit rate 0.12% among 320,000; AID 2300, 2010;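 active = percent inhibition above the cutoff of mean plus 3 SD of all tested compounds, set per screening campaign, cut at about 20% in these data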;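 note: 0% = DMSO wells and 100% = biotin wells as full block of FRET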
#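 Test system – NR2E3–RetCOR corepressor complex · Quantity – NR2E3 fusion 1.35 nM · Buffer or medium – Tris pH 7.5 · Incubation – Compound–protein incubation for 5 h at 4 °C · Technique – TR-FRET, Eu(K)-anti-GST donor, streptavidin-D2 acceptor, ex 340, em 617/671 nm · Evaluation – percent inhibition of 671/617 nm emission ratio versus biotin and DMSO controls · Plate – 1536-well format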
# An asterisk follows results filed as active; nt = no result given. Rows are unselected; any-hit rate near 4.4%.
# Values run as follows: Peg3 promoter, TWEAK Fn14 block, HIF-2a block, CF NFkB block, NR2E3 ag-1, aDG glyco act, KKLEB cytotox, hiPSC survival, MITF TRPM1 inh, Shn3 inh set2, NR2E3 ag-2
- Cc1nn(Cc2c(Cl)cccc2Cl)c(C)c1NC(=O)c1cnn2c(C(F)F)cc(-c3ccccc3)nc12
 : 17, -74, -1, 45, -15, 0.0, -34, -2.4, 14, 31, -2
- O=C1c2ccccc2C(=O)N1CCc1csc(-c2ccccc2)n1
 : -30, -2, -70, -1, -19, 0.1, 11, 0.8, -17, -17, 1
- Cc1cc(C)c2c(c1)NC(C(=O)O)C1CC=CC21 (stereo not drawn)
 : 10, 10, 15, 4, -1, 0.7, -17, 0.2, 14, 2, -3
- CS(=O)(=O)NC1c2cccc3cccc(c23)C1Sc1nncn1/N=C/c1ccco1 (stereo not drawn)
 : 12, 10, 15, 6, -25, 0.2, -9, 3.1, 7, -1, 1
- Cc1ccc(NC(=O)CS(=O)CC(=O)NC2CCN(Cc3ccccc3)CC2)c(C)c1 (stereo not drawn)
 : 8, 5, 4, 0, -2, 0.2, -3, 0.9, 6, 7, 4
- Cc1cc(F)ccc1NS(=O)(=O)c1c(C(=O)N2CCOCC2)c(C)n(C)c1C
 : -2, 24, 2, -2, 0, 0.0, 8, 0.0, 4, 5, -1
- CCNc1nc(NCC)n2c(SCC(=O)Nc3cc(OC)ccc3OC)nnc2n1
 : 21, 10, 0, -7, -11, -0.1, 3, 0.0, 8, -16, 5
- COc1ccc(CCN2C(=O)C(Oc3ccccc3)C2c2ccc3c(c2)OCO3)cc1 (stereo not drawn)
 : 6, -5, 15, 3, 9, -0.3, 0, -1.4, -4, 2, -1
- N=c1oc2c3c4c(cc2cc1C(=O)Nc1ccccc1)CCCN4CCC3
 : -46, -18, -152, -22, -21, 0.2, -3, 5.0, -39, -22, 1
- COc1ccccc1N(C)S(=O)(=O)c1ccc(C(=O)Nc2ccncc2)cc1
 : 8, 18, -4, -11, 33, 0.5, 17, 0.2, 8, 43, 2
- CC1(C)Cc2c(c(-c3ccccc3Cl)[nH]c(=O)c2C#N)CO1
 : -1, 4, 6, 13, -15, 0.2, 2, 1.3, 3, -8, -2
- COc1ccc2oc(-c3ccccc3)c(C(N)=O)c2c1
 : -105, 7, -101, 11, -15, 0.2, -7, -2.1, 7, -54, 2
- CCN1C(=O)/C(=C/C=C2/CCCN2C)OC1=S
 : -88, -1, -140, -10, -76, -0.2, -4, -0.1, -33, -64, -5
- CNC(=O)c1c(NC(=O)CCS(=O)(=O)c2ccccc2)sc(C)c1C
 : -10, -8, 9, -14, -6, 0.0, -4, -0.3, -6, 5, -1
- CSCCC(NS(=O)(=O)c1ccccc1F)C(=O)NCC(C)(C)N1CCOCC1 (stereo not drawn)
 : 4, -7, 14, -2, 6, 0.1, 6, 1.8, 7, -3, 2
- O=C(NCc1ccco1)c1ccc2c(c1)N(Cc1ccc(Cl)cc1)CCS2
 : 4, 23, 4, 16, 20, -0.1, -2, 0.3, 9, 21, 5
- Cc1cn([C@H]2C[C@H](O)[C@@H](/C=C/C(=O)NCCc3ccc4ccccc4c3)O2)c(=O)[nH]c1=O
 : -4, 11, 20, -8, -29, -0.1, -7, -0.4, nt, -18, nt
- COc1cc(/C=C2\NC(=S)N(C)C2=O)ccc1O
 : -37, -14, -38, -7, -14, 0.3, -3, -0.9, -16, 7, -9
- Cc1ccc(S(=O)(=O)N(C)C[C@@H]2OCCCC[C@H](C)Oc3ccc(NC(=O)Nc4ccc(F)cc4)cc3C(=O)N([C@H](C)CO)C[C@H]2C)cc1
 : 15, 2, -4, 4, -2, -0.3, -18, -1.6, nt, 34, nt
- Cc1ccc(S(=O)(=O)N(CC(=O)N2CCOCC2)c2ccccc2F)cc1
 : 16, 2, 5, 14, -8, 0.1, -22, 0.7, 3, -4, 3
- Cc1cccc(NS(=O)(=O)c2ccc(C)c(C(=O)NCc3ccncc3)c2)c1
 : 3, 2, 9, 13, 14, 0.4, -4, 0.7, 1, -4, 1
- CCCOC(=O)c1ccc(NC(=O)c2ccoc2C)cc1
 : -297, -57, -176, 5, -97, 1.0, -5, -1.2, -85, -43, -1
- CCOc1cc(C)cc2oc(=O)cc(-c3ccccc3)c12
 : 18, -25, -14, 3, -5, -0.1, -12, 0.5, 2, 3, 2
- CC1(C)N=C(c2cccs2)C(C)(C)N1O
 : 4, -2, 4, 2, -4, 0.0, 8, -3.6, 7, 8, 3
- COc1cccc(-n2nnc3c(=O)n(Cc4cccc(C)c4)cnc32)c1
 : -17, -6, -53, -8, -27, 0.0, -3, 1.5, -3, -10, 3
- O=C(c1ccco1)N1CCN(C/C=C/c2ccccc2)CC1
 : 0, 2, -10, 8, -1, -0.2, 9, 8.5, 3, -2, -2
- O=C(CCC1CCCN(C(=O)c2ccoc2)C1)NCc1ccc(F)c(F)c1 (stereo not drawn)
 : 3, 4, -1, -6, -20, 0.0, 11, -0.9, 11, 7, 1
- CCNc1nc(N)nc(-c2cc(Cl)ccc2OC)n1
 : 0, -2, 10, 5, -5, 0.0, 9, -1.5, 6, 6, 2
- COc1ccc(NC(=O)CSc2ccccc2)cc1S(=O)(=O)N1CCCCC1
 : -10, 8, -10, -8, -17, -0.2, -8, 0.4, -4, 11, -2
- O=CNc1cc(-c2ccc(C(=O)NC3CC3)cc2)cn2c(-c3ccccc3)cnc12
 : 61*, 4, -52, 23, 19, 1.1, -17, -1.2, nt, -4, nt
- CC(C)N(C(=O)Cn1cc(S(=O)(=O)CC(=O)NCc2ccccc2)c2ccccc21)C(C)C
 : 17, -11, 0, -1, 4, 0.3, 2, -0.4, 7, 1, 3
- O=C(NCCCN1CCOCC1)C(=O)N/N=C/c1ccc(F)cc1
 : -6, 2, 19, 5, 18, 0.7, 4, 4.0, -13, 1, 5
- O=C(NCc1ccncc1)[C@@H]1CCCN1C(=O)[C@@H]1CCCN1C(=O)c1cccc2ccccc12
 : nt, 3, 8, nt, -14, -0.1, nt, -0.8, nt, nt, nt
- C=CCc1cccc(/C=N/NC(=O)C(C)Nc2ccc(C)cc2)c1O (stereo not drawn)
 : 55*, 11, 24, 45, -39, 0.4, -33, 2.1, 26, 10, -1
- COc1ccc(N2CCN(C(=O)COC(=O)COc3cc(C)cc(C)c3)CC2)cc1
 : -4, 0, 9, -16, -5, -0.1, 32, 0.8, -5, -5, -6
- COc1ccc(CC(=O)NNC(=O)c2ccc(NC(C)=O)cc2)cc1
 : 5, 3, 11, -18, 9, -0.3, 12, 0.1, -1, 9, 1
- CC1(C(=O)Nc2cnc3ccccc3c2)CCN1Cc1ccccc1Cl (stereo not drawn)
 : 32, 4, -31, 8, 17, 0.5, -20, -3.0, nt, 9, nt
- O=C1CCC(C(=O)OCC(=O)N2N=C3/C(=C/c4ccccc4)CCCC3C2c2ccccc2)N1 (stereo not drawn)
 : 11, 26, 8, -8, 9, 0.5, -1, -2.0, 17, 40, 1
- Cc1cc(C)n2nc(SCc3cccc(S(=O)(=O)N(C)C)c3)nc2n1
 : 8, -18, 17, 13, 13, 0.4, -3, -0.1, 4, 81, 2
- COc1ccc(NS(=O)(=O)c2cc(N=Nc3c(O)[nH]c(=O)[nH]c3=O)ccc2OC)cc1Br
 : -9, 2, 2, -21, 14, -0.2, 3, 0.7, nt, 6, nt
- O=C(CSc1n[nH]c(-c2cccs2)n1)NCc1cccs1
 : -5, 1, -1, 0, -3, -0.1, -10, -0.8, 13, 0, 4
- O=C(COC(=O)/C=C/c1ccccc1[N+](=O)[O-])NCc1ccco1
 : 4, 17, 7, 5, -28, 0.0, 16, -0.2, 15, -38, nt
- c1ccc(C2NCCc3ccccc32)cc1 (stereo not drawn)
 : 8, 1, 7, -4, -1, -0.1, 13, -0.5, -2, 4, -3
- COc1ccc(N2CC(C(=O)OCC(=O)NCc3ccccc3)CC2=O)cc1 (stereo not drawn)
 : 27, 14, 18, 22, 10, -0.3, -15, -1.0, -1, 3, -1
- Cn1nnnc1SCCNCc1cccnc1
 : 1, -10, 12, 6, -2, -0.2, -2, 1.0, 8, -4, 5
- O=C(c1ccc(-n2c(SCc3cccc(F)c3)nc3ccccc3c2=O)cc1)N1CCOCC1
 : -18, 14, 9, 3, -19, 0.3, 1, -0.2, 1, 5, -2
- O=C1Nc2cc(Cl)ccc2C1(N1CCNCC1)C(F)(F)F (stereo not drawn)
 : 0, 3, 10, 21, 5, 0.0, 1, -1.3, 0, -4, -1
- COc1cc(OC)cc(C(=O)NC(C(=O)Nc2ccc3nc(C)sc3c2)C(C)C)c1 (stereo not drawn)
 : -6, 9, 12, -12, -4, -0.1, 5, -0.2, 9, 13, 3
- CCN(CC)C(=O)c1ccc(C)c(Br)c1
 : 6, -2, 15, -14, 0, 0.1, -5, 2.7, 4, 25, 4

# Some of these compounds in order of their number in NR2E3 ag-1, lowest first:
molecule | NR2E3 ag-1
COc1cc(OC)cc(C(=O)NC(C(=O)Nc2ccc3nc(C)sc3c2)C(C)C)c1 (stereo not drawn) | -4
COc1ccc(CCN2C(=O)C(Oc3ccccc3)C2c2ccc3c(c2)OCO3)cc1 (stereo not drawn) | 9
Cc1cc(C)n2nc(SCc3cccc(S(=O)(=O)N(C)C)c3)nc2n1 | 13
O=CNc1cc(-c2ccc(C(=O)NC3CC3)cc2)cn2c(-c3ccccc3)cnc12 | 19

# Quoted at random: 2 records from the list, in no set order.
# Values run as follows: Peg3 promoter, TWEAK Fn14 block, HIF-2a block, CF NFkB block, NR2E3 ag-1, aDG glyco act, KKLEB cytotox, hiPSC survival, MITF TRPM1 inh, Shn3 inh set2, NR2E3 ag-2
- O=C1Nc2cc(Cl)ccc2C1(N1CCNCC1)C(F)(F)F (stereo not drawn)
 : 0, 3, 10, 21, 5, 0.0, 1, -1.3, 0, -4, -1
- O=C(c1ccc(-n2c(SCc3cccc(F)c3)nc3ccccc3c2=O)cc1)N1CCOCC1
 : -18, 14, 9, 3, -19, 0.3, 1, -0.2, 1, 5, -2
